Screening data from PubChem.
TRHR enhancer – TRH receptor (human) allosteric enhancement. P34981. TRHR cells, fluo-8 calcium fluorescence, EC20 TRH enhancement. enhancement, % at 2 µM. 360,000 tested, 0.66% active. AID 493056; in the data active = enhancement above about 30%; note: 0% is about no effect
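Enhancer read-out: after compound pinning and an initial kinetic agonist-mode read, an EC20 of TRH (10 nM final) was injected and fluo-8 calcium signal (Ex 480/Em 530) followed at 1 s/cycle for 100 cycles in TRHR-expressing cells.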
D1 agonist – activates the human D1 dopamine receptor. P21728. HEK293 T-REx D1 cells, calcium flux, agonist mode. activation, % at 2 µM. 360,000 tested, 1% active; note: 0% is about no effect
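Inducible HEK293 T-REx D1 cells, force-coupled to calcium signalling, were plated at 4000 cells/well with tetracycline and held overnight at 30 C. After no-wash calcium dye loading, compound-evoked calcium rise over 180 s flagged agonists.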
RXFP1 antag – antagonists of human relaxin receptor RXFP1 | Q9HBX9 | 350,000 tested, 0.59% active | AID 1259400 | HEK293-RXFP1, relaxin-stimulated cAMP HTRF, 30 min; active compounds read low | activity change, negative = inhibition, % at 57.5 µM;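 active = activity change of -60% or lower, but not beyond a set lower limit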; note: % is set by controls: 0 for no effect and ±100 for the full control effect
Target sequence (Q9HBX9 whole entry, looked up): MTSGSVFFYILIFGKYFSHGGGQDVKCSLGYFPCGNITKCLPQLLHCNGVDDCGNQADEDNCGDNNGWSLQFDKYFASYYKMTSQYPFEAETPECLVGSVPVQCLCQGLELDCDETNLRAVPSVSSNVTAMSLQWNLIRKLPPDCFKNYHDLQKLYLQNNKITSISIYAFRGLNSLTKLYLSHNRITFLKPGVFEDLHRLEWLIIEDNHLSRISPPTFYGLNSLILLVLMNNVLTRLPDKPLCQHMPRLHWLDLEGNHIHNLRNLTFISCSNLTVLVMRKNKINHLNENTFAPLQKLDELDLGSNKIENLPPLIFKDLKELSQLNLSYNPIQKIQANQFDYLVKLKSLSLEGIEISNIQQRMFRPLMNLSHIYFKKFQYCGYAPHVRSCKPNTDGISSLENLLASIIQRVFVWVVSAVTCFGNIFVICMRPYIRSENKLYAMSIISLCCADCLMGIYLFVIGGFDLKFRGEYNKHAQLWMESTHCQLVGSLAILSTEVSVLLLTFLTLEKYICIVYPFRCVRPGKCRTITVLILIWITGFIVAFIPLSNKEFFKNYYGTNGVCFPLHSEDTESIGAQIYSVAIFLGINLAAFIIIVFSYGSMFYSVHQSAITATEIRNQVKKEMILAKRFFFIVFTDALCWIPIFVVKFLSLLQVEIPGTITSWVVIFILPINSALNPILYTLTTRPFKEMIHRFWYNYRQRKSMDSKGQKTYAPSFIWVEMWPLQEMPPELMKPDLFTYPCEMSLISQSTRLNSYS
D1 antagonist – antagonists of human D1 dopamine receptor. P21728. HEK293 TREx D1 cells, calcium flux, dopamine EC80; active compounds read low. activity change, negative = inhibition, % at 10 µM. 360,000 tested, 3.2% active; in the data active = activity change below about -30%; note: % is set by controls: 0 for no effect and ±100 for the full control effect
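After overnight tetracycline induction at 30 C, force-coupled D1 HEK293 cells took up a no-wash calcium dye at room temperature. Compounds were added and monitored 180 s, and the response to EC80 dopamine was then recorded.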
D2 agonist – agonists of human D2 dopamine receptor; P14416; HEK293 T-REx D2 cells, calcium flux agonist mode; activation, % at 2 µM; 340,000 tested, 0.53% active; AID 485358;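 active = activation over 3 SD above normal in the single-dose calcium agonist read, cut at about 30% in these data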; note: 0% is about no effect
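Agonism scored from kinetic calcium signal (1 read/sec, 180 s) following compound pin transfer, after a 10 s baseline. Cells: HEK293 Trex line expressing inducible D2 receptor coupled to calcium, dye-loaded after overnight culture at 30 C.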
TRHR ag – agonists of human TRH receptor; TRHR cells, calcium flux fluo-8, FDSS agonist mode; 360,000 tested, 0.18% active; P34981; activation, % at 2 µM; note: 0% is about no effect
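TRHR-expressing cells loaded with fluo-8 calcium dye; 23 nL library compound pin-transferred, kinetic FDSS fluorescence (Ex 480/Em 530) recorded about 180 s for agonist-induced calcium release, before a 10 nM TRH EC20 addition for potentiator mode.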
D2 PAM – positively modulates the human D2 dopamine receptor allosterically; 340,000 tested, 0.34% active; potentiation, % at 10 µM; HEK293 T-REx D2, calcium flux, EC20 dopamine potentiation;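 active = potentiation over 3 SD above the plate norm, cut at about 30% in these data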; note: 0% is about no effect
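Cells plated with tetracycline inducer and held overnight at 30 C; calcium dye loaded 30–90 min at room temperature; baseline taken, compound added and read 180 s; EC20 dopamine then added and read 180 s.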
D1 potentiator – enhances dopamine response at the human D1 receptor; potentiation, % at 10 µM; 360,000 tested, 0.036% active; AID 504651; HEK293 TREx D1 cells, calcium flux, dopamine EC20 potentiation; P21728; in the data active = potentiation above about 30%; note: 0% is about no effect
D2 antag – D2 dopamine receptor (human) antagonism; P14416; HEK293 TREx D2 cells, calcium flux, dopamine EC80; inhibition, % at 10 µM; 340,000 tested, 2% active; AID 485344; in the data active = inhibition above about 30%; note: 0% is about no effect
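Inhibition of EC80 dopamine-driven calcium flux, recorded kinetically, defines activity here; cells are a tetracycline-induced HEK293 T-REx line expressing force-coupled D2.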
An asterisk follows results filed as active; x = no result given; & = joins results of further samples. Cut-off read from the data, not from the text of the source, unless noted: active = activation above about 30%; inactive = the rest.

SMILES	TRHR enhancer	D1 agonist	RXFP1 antag	D1 antagonist	D2 agonist	TRHR ag	D2 PAM	D1 potentiator	D2 antag
O=C(Cc1cccc2ccccc12)NCCC1=CCCCC1	3	-1	-5	17	-0.9	-1.0	-11	-2	-4
O=C(N/N=C/c1ccccc1)c1ccc(-c2ccccc2)cc1	-3	1	-5	-14	-0.2	0.6	-9	-3	5
COCCNC(=S)Nc1ccccc1Cc1ccccc1	-2	2	-1	-4	1.5	-3.8	-2	-2	-12
Cc1ccc(C(=O)N/C(=C\c2cccc([N+](=O)[O-])c2)C(=O)NCc2ccncc2)cc1	2	0	-22	-13	1.3	0.1	8	0	-13
CC(=O)N1CCc2cc(S(=O)(=O)NC(CC(C)C)C(=O)Nc3cc(C)ccn3)ccc21 (centres undefined)	-3	2	9	31	-0.1	-0.2	-4	4	0
CCn1nccc1C(=O)Nc1nccs1	0	0	-15	11	1.6	0.5	4	-3	0
Cc1ccc(Nc2cc(C(=O)NC3CCCC3)c3ccccc3n2)cc1C	-5	-1	9	-16	-0.3	0.0	-1	-3	x
COc1ccc(C(=O)N2CC(=O)Nc3ccc(F)cc3C2c2ccccc2)cc1 (centres undefined)	-3	9	0	1	1.0	1.5	-10	3	-9
COc1cccc(CNC(=O)CCC2CCCN(Cc3cc4ccccc4o3)C2)c1 (centres undefined)	2	0	0	0	0.3	0.0	-15	6	-8
CC1(C)C(=O)OC(c2c(F)c(F)c(F)c(F)c2F)C2(CCCCC2)C1=O (centres undefined)	-6	2	2	12	-0.1	-0.6	11	13	-13
COc1ccc(Nc2nc(=O)[nH]nc2C)cc1	7	4	-8	0	x	-0.5	x	3	x
CCCCn1c(N)c(N(CCC(C)C)C(=O)c2ccc3ccccc3c2)c(=O)[nH]c1=O	-2	2	-4	2	0.4	0.3	14	-4	-23
Cc1ccc(C[C@H](C(=O)O)N2C(=O)c3ccc(C(=O)O)cc3C2=O)cc1	-8	2	x	7	x	0.5	x	6	x
Cc1ccc(NC(=O)CN2C(=O)NC(C)(CCc3ccccc3)C2=O)cc1 (centres undefined)	2	-4	-9	-3	0.3	-0.3	7	-1	-16
COc1ccc(N(C)C(=O)c2ccc(NC(=O)CCS(=O)(=O)c3cccs3)cc2)cc1	-2	0	6	-7	0.2	0.7	2	5	0
Cc1ccc(NC(=O)CSc2nccn2C)cc1S(=O)(=O)N1CCOCC1	1	0	9	-4	x	-0.7	x	-2	x
Nc1nc(NC2CCCCC2)nc(NCCO)c1[N+](=O)[O-]	0	-1	-3	-6	0.9	-0.5	-8	-2	-13
C=CCNC(=O)c1cc(Cl)cc(Cl)c1	2	1	0	3	0.0	-0.2	-2	-2	-3
O=S(=O)(c1ccc2oc3ccccc3c2c1)N1CCOCC1	-2	-2	-8	x	x	-0.8	x	2	x
COc1ccc(N2CCN(S(=O)(=O)CCNC(=O)COc3ccccc3)CC2)cc1	8	2	-10	-1	-0.1	-0.3	3	4	-9
O=C(NCc1ccc(F)cc1)C(=O)NCC(c1cccs1)S(=O)(=O)c1cccs1 (centres undefined)	5	17	x	x	0.5	0.0	12	-2	x
Cc1cc(C)n(Cc2ccc(C(=O)NCCC3=CCCCC3)o2)n1	4	0	6	-26	x	0.7	1	-1	x
CCOc1ccc(CNC(=O)Cn2nc(C)c3sc4ccccc4c3c2=O)cc1	1	-2	-9	2	-1.7	-0.3	17	-2	x
COc1ccc(N2CC(NC(=O)C3CCCC3)CC2=O)cc1OC (centres undefined)	6	1	x	x	0.3	-0.8	17	-3	x
[N-]=[N+]=NCCN1CCN(CCc2ccccc2)CCC1=O	-2	1	x	-8	-0.3	0.8	-1	-7	-5

Exported in markdown: four of the compounds above.
| structure | TRHR enhancer | D1 agonist | RXFP1 antag | D1 antagonist | D2 agonist | TRHR ag | D2 PAM | D1 potentiator | D2 antag |
| --- | --- | --- | --- | --- | --- | --- | --- | --- | --- |
| C=CCNC(=O)c1cc(Cl)cc(Cl)c1 | 2 | 1 | 0 | 3 | 0.0 | -0.2 | -2 | -2 | -3 |
| O=C(N/N=C/c1ccccc1)c1ccc(-c2ccccc2)cc1 | -3 | 1 | -5 | -14 | -0.2 | 0.6 | -9 | -3 | 5 |
| Cc1ccc(C(=O)N/C(=C\c2cccc([N+](=O)[O-])c2)C(=O)NCc2ccncc2)cc1 | 2 | 0 | -22 | -13 | 1.3 | 0.1 | 8 | 0 | -13 |
| COc1ccc(C(=O)N2CC(=O)Nc3ccc(F)cc3C2c2ccccc2)cc1 (centres undefined) | -3 | 9 | 0 | 1 | 1.0 | 1.5 | -10 | 3 | -9 |

Following part.
SMILES	TRHR enhancer	D1 agonist	RXFP1 antag	D1 antagonist	D2 agonist	TRHR ag	D2 PAM	D1 potentiator	D2 antag
CCCOc1ccc(C2=CC(=O)C[C@H](c3ccc(OC)cc3)C2)cc1	-1	10	x	-4	0.1	1.1	-2	4	5
O=C(CN1C(=O)COc2ccc(S(=O)(=O)N3CCCC3)cc21)N1CCN(c2ccccc2F)CC1	-7	-1	x	3	x	-0.9	0	-2	x
Cc1ccc(C)c(N2CCN(S(=O)(=O)c3ccc4[nH]c(=O)ccc4c3)CC2)c1	-3	4	0	-11	-0.1	-1.4	9	-4	-3
CSc1ccc(S(=O)(=O)NCC(=O)OCC(=O)NCc2ccco2)cc1[N+](=O)[O-]	3	2	10	5	-0.2	-0.1	8	1	6
Cc1ccc(CN(Cc2ccc(C)o2)C(=S)NCC(=O)O)cc1	1	1	-2	12	-0.2	0.2	9	13	-9
CC(C)NC(=O)CSCc1c(F)cccc1Cl	2	1	11	3	0.3	-0.9	6	-6	1
CC1=NN(c2nc(-c3ccc(C)cc3)cs2)C(=O)C1N=Nc1ccc(C(N)=O)cc1 (centres undefined)	-2	1	-1	-7	0.8	0.0	6	2	16
COc1ccc(C(=O)Nc2ccc3nc(N4CCCCC4)cc(C)c3c2)c(OC)c1	-3&-7	-1&3	-11	2&2	0.5&0.4	-0.1&-0.5	-4&-3	1&-3	-6
O=C(Nc1cccc(C(F)(F)F)c1)c1cc2nc(-c3ccccc3)cc(C(F)(F)F)n2n1	-4	0	23	5	0.8	-0.2	3	1	x
NC(=O)COC(=O)C(Cc1ccccc1)NS(=O)(=O)c1ccccc1F (centres undefined)	-5	8	-2	-23	0.2	-0.6	6	-7	-5
COc1ccc(-n2ccnc(NCc3ccccc3OC)c2=O)cc1	0	3	x	-8	-0.9	-0.6	8	-4	x
CCN(CC)C(=N)/C(C#N)=N/Nc1ccc(C)cc1	4	1	-2	0	-0.3	-1.4	-3	0	-15
CCc1nc2ccc(C(=O)N3CCN(c4cccc(C(F)(F)F)c4)CC3)cc2nc1CC	-4	3	-20	3	x	0.2	x	5	x
Cc1ccc(NC(=O)CSc2nnc(-c3cnccn3)n2C)cc1C	13	2	-13	14	0.8	-0.6	4	4	2
COc1ccc(/C=C/C(=O)NCc2ccc(F)cc2)cc1S(=O)(=O)N1CCOCC1	-2	3	-2	-9	-1.5	-0.7	-7	4	-2
COc1ccc(Br)cc1CN(C)C(=O)c1ccc2c(c1)NC(=O)C(C)S2 (centres undefined)	1	5	-13	20	-0.6	-2.4	-6	6	12
O=C(O)c1cc(-c2ccccc2)n(-c2ccc(Cl)cc2Cl)n1	-4	2	-10	-6	-0.7	-0.4	4	-8	-9
CC1CCN(C(=O)c2[nH]cnc2C(=O)N2CCN(c3ccccc3)CC2)CC1	0	-3	x	x	2.0	0.4	4	-1	-6
CCOC(=O)c1nn(-c2ccc(C)c(C)c2)c(=O)c(C#N)c1C	-5	-1	1	-2	-0.1	0.2	0	12	1
CC(C)C[C@]1(c2ccccc2)ON(c2ccccc2C(F)(F)F)C1=O	1	-2	x	x	-0.6	-0.1	9	0	-2
CC(/C=C1\NC(=S)NC1=O)=C\c1ccccc1	9	1	-15	0	-1.2	-3.5	22	-7	-12
O=S(=O)(c1cccc(Cl)c1)N1CCCC1	4	3	-26	-15	-2.1	0.3	-8	-2	4
CN(C)c1ccc(C(C(=O)NC2CCCC2)N(C(=O)c2csnn2)C2CC2)cc1 (centres undefined)	6	1	14	5	-0.4	0.0	11	-6	-1
Cn1c(=O)[nH]c(=O)c2c1nc(N1CCCCC1)n2CCCSc1nc2ccccc2s1	2	-1	0	15	0.7	0.1	-7	-3	22
Cc1nc(NC(C)C)c2oc3ccccc3c2n1	4	5	-8	-14	-0.2	0.5	11	0	-22
SMILES	TRHR enhancer	D1 agonist	RXFP1 antag	D1 antagonist	D2 agonist	TRHR ag	D2 PAM	D1 potentiator	D2 antag
COCCNc1nc(N)c([N+](=O)[O-])c(Nc2ccc(F)cc2)n1	13	3	1	-8	-0.3	-0.3	-2	-8	-1
CCOC(=O)c1ccccc1NC(=O)Cn1c(=O)n(CCC(=O)NCc2ccccc2OC)c(=O)c2ccccc21	-7	0	x	-1	0.0	-2.0	-6	0	x
COc1cc2[nH]c(=S)nc(NCCC(C)C)c2cc1OC	-5	0	-12	-1	-0.1	-0.3	-7	3	19
COc1cc(CN2CCN(Cc3ccc(C)cc3)C(CCO)C2)cc(OC)c1O (centres undefined)	5	0	-7	3	0.6	0.9	-18	-6	57*
CCC(C)NC(=O)C1CCCN1S(=O)(=O)c1ccc(Cl)cc1 (centres undefined)	18	-4	6	0	1.3	0.2	1	4	-1
CCOc1ccccc1NC(=O)c1sc2nc3c(cc2c1N)CN(Cc1ccccc1)CC3	5	55*	-8	16	-0.4	8.4	2	-4	x
CCOc1ccccc1NC(=O)c1nnn(CC(=O)Nc2ccc3c(c2)OCO3)c1N	3	0	-12	2	1.1	-0.3	5	-2	17
Cc1cccc(OCc2nc3c4c(ncn3n2)-c2ccccc2CC42CCCC2)c1	-2	4	x	-23	2.2	1.0	3	1	1
Fc1ccc(CNC(=S)NCc2cccc(Cl)c2)cc1	0	-1	10	-33*	-0.4	0.1	-1	-4	-20
CCC(=O)NC1(C(F)(F)F)C(=O)NC(C)=C1C#N (centres undefined)	-5	6	-10	-10	-0.9	0.3	-4	-5	-12
CCCNC(=O)N1CCCN(S(=O)(=O)c2ccc3c(ccn3CC)c2)CC1	0	1	x	3	x	0.0	11	-1	x
CN(C)C(=O)COC(=O)c1ccccc1OCC(=O)Nc1ccc(SC(F)F)cc1	-6	5	-7	-18	0.5	0.1	9	-4	-4
O=C(O)c1c(-c2ccccc2)oc2ccc(OCc3c(F)cccc3Cl)cc12	13	36*	-4	0	-0.7	-0.8	-1	1	x
COc1ccc(NC(=O)CC2Oc3ccccc3NC2=O)c(OC)c1 (centres undefined)	-4	1	13	5	0.5	-1.2	6	-5	4
COc1ccccc1N1CCN(S(=O)(=O)c2ccc(-c3cc(C(F)(F)F)on3)s2)CC1	12	1	-4	-12	0.2	0.2	8	-3	x
COC(=O)C1C2C=CC3(CN(c4ccc(Cl)c(F)c4)C(=O)C13)O2 (centres undefined)	-4	6	-8	2	-0.2	-0.2	-8	-1	-4
CC1CC(C)CN(S(=O)(=O)c2ccc(Oc3ccc([N+](=O)[O-])cc3)cc2)C1 (centres undefined)	0	3	x	4	-1.5	-0.5	-7	1	-4
